# Assay outcomes: PubChem BioAssay, several laboratories
# IDE cell inh: cellular human IDE inhibition | P14735 | HEK cells, FAbetaB cleavage, fluorescence polarization | inhibition, % at 5.59 µM | hit rate 0.41% among 320,000;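 active means percent inhibition above the average of all tested compounds plus 3 SD, set per screening campaign, cut at about 16% in these data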;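 further: IDE supplied by intact live HEK cells; FP after avidin binding of uncleaved biotin substrate so inhibition keeps polarization high; 0% = DMSO wells and 100% = 60 µM reference IDE inhibitor Ii1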
# Target sequence (P14735 whole entry, looked up): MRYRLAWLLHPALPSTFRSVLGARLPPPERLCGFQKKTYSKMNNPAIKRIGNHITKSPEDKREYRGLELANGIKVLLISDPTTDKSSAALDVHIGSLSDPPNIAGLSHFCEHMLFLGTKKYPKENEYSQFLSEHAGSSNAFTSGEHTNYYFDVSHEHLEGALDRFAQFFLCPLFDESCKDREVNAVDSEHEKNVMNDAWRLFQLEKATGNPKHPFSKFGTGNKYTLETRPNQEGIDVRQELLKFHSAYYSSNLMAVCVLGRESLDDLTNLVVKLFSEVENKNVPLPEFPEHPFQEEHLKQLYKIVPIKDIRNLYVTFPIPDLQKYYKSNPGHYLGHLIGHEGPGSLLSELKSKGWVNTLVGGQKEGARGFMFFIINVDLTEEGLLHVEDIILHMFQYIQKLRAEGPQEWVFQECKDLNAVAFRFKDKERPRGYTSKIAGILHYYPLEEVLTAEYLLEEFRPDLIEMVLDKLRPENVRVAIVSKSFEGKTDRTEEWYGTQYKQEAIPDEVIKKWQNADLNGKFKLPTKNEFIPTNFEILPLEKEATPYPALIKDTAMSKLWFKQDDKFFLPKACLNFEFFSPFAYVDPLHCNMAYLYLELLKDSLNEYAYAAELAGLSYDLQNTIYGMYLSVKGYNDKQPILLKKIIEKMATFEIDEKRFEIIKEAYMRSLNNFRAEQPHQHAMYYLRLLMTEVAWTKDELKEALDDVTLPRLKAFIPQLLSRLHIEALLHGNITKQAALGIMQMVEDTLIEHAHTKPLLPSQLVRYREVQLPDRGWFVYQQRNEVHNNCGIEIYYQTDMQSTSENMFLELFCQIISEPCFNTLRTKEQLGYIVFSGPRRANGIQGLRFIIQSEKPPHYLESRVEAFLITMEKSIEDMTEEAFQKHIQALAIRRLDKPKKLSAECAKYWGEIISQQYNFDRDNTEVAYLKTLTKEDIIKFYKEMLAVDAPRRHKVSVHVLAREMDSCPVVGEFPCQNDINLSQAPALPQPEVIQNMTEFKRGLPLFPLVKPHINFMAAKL
# VIM-2 inh: inhibitors of Pseudomonas aeruginosa VIM-2 metallo-beta-lactamase | purified VIM-2, nitrocefin hydrolysis, epi-absorbance fluorescence | AID 1527 | hit rate 0.89% among 290,000 | inhibition, % at 5.6 µM;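 active means inhibition above the mean of all tested compounds plus 3 SD, cutoff set per screening run, cut at about 7.5% in these data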;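 further: red hydrolysis product quenches plate fluorescence so inhibitors raise well fluorescence; 0% = enzyme with DMSO and 100% = DMSO without enzyme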
# DNA FID counter: fluorescent intercalator displacement, NS3 helicase counter-screen; DNA fluorescent intercalator displacement, fluorescence; inhibition, % at 7.9 µM; hit rate 0.17% among 290,000; in the data active means inhibition above about 37%;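 further: 0% = vehicle and 100% = reference compound; higher means more ethidium bromide displaced from hairpin DNA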
# IDE cell activ: boosts human insulin-degrading enzyme activity in HEK cells; P14735; FAbeta-B cleavage, fluorescence polarization; 0% vehicle, 100% cell-free pure enzyme wells; activation, % at 5.96 µM; hit rate 0.073% among 340,000; AID 493087;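 active means activation above the mean of all tested compounds plus 3 SD, set per screening campaign, cut at about 17% in these data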
# NS3 helicase inh: inhibitors of Hepatitis C virus NS3 helicase; NS3 helicase DNA unwinding, Cy5 molecular beacon fluorescence; inhibition, % at 10.9 µM; hit rate 0.56% among 290,000; AID 1800;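 active means inhibition above the mean of all tested compounds plus 3 SD, set per campaign, cut at about 35% in these data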;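 further: 0% = DMSO wells and 100% = thioflavine S control wells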
#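 Compound dosing – single dose, 10.9 µM nominal final, DMSO 0.8% final · System – NS3 helicase fragment of HCV · Buffer or medium – MOPS pH 6.5, MgCl2, DTT, Tween20, BSA · Signal – Cy5 beacon fluorescence read at start and 1 h · Also added – annealed dual-labelled DNA beacon duplex, ATP-started · Schedule – 1 h at 25 °C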
# IMP-1 inhibitor: blocks Pseudomonas aeruginosa IMP-1 metallo-beta-lactamase; purified IMP-1, nitrocefin hydrolysis, epi-absorbance fluorescence; inhibition, % at 5.6 µM; hit rate 0.45% among 290,000; AID 1556;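 active means inhibition above the mean plus 3 SD of all compounds in the same screening run, cut at about 4.5% in these data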;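 further: 0% = IMP-1 with DMSO and 100% = DMSO wells lacking enzyme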
#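 System: purified recombinant IMP-1 beta-lactamase. Medium: Zinc- and detergent-supplemented HEPES buffer, pH 7.1. Compound: one 5.6 µM dose […]. Schedule: 15 min preincubation plus 25 min reaction at 25 °C. Technique: Epi-absorbance fluorescence, 480 nm excitation, 530 nm emission.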
# UBC9 SUMO inh: blocks human SUMOylation mediated by UBC9 | P63279 | inhibition, % at 35 µM | HTRF SUMOylation assay, SAE1/SAE2 + UBC9, in vitro | AID 2006 | hit rate 0.36% among 290,000; in the data active means inhibition above about 50%, passing the limit was not always enough; further: strong numbers were not always called active
# PfM18AAP inh: PfM18AAP enzyme inhibition; hit rate 1.2% among 290,000; recombinant PfM18AAP, H-Glu-NHMec fluorogenic cleavage; inhibition, % at 7.35 µM;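 active means inhibition above the campaign mean inhibition over all tested compounds plus 3 SD, cut at about 28% in these data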;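 further: 0% = plate median of test compound wells and 100% = 2 mM ZnCl2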
# pCIP destab: lowers stability of the mouse p/CIP coactivator protein; AID 1984; hit rate 0.01% among 290,000; Q05BA5; decrease of EGFP signal, % at 10 µM; F442A p/CIP-EGFP cells, EGFP fluorescence, 16 h;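 active means EGFP signal decrease of at least 30% at 10 µM or well 3 SD below plate mean, unless failing retest; inactive means the rest, including hits failing retest or dose response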; further: some compounds called inactive have numbers as strong as hits; many of its hits are not listed in these tables
# An asterisk follows results filed as active; . = no result given.
SMILES,IDE cell inh,VIM-2 inh,DNA FID counter,IDE cell activ,NS3 helicase inh,IMP-1 inhibitor,UBC9 SUMO inh,PfM18AAP inh,pCIP destab
CC(=O)Nc1ccc(S(=O)(=O)NNC(=O)C2CCCCC2)cc1,5,-3.0,-2,6,0,-2.0,1,-6,3
CCCCNC(=O)Nc1c(C(=O)OC)[nH]c2ccc(C)cc12,3,-1.5,-6,3,3,-2.1,-6,-5,-15
COCCNC(=O)C(c1ccco1)N(C(=O)Cn1nnc2ccccc21)c1ccccc1C (configuration not stated),-6,0.6,-29,4,-5,-5.1,7,-2,-14
Cc1cccc(NC(=O)NC2(C)CCS(=O)(=O)C2)c1 (configuration not stated),10,-6.0,-4,7,4,-4.2,1,4,-7
CN(Cc1cccnc1)C(=O)CNC(=O)c1ccc(Cl)cc1Cl,6,-3.3,-10,4,-6,-1.3,5,-6,3
Cc1ccc(C)n1-c1ccc(-c2ccn[nH]2)cc1,-1,-1.7,-9,0,1,-2.4,7,-9,-1
CCOC(=O)c1cn[nH]c1C(F)(F)F,4,-2.3,9,.,1,-2.3,19,-3,-4
COc1cc(C(=O)Nc2ccc(C)cn2)c([N+](=O)[O-])cc1OC,-1,-1.2,2,12,-9,-1.7,-1,0,3
COc1ccc(NC(=S)NNc2ccc([N+](=O)[O-])cc2S(=O)(=O)Nc2ccc(C)cc2C)cc1,0,-4.8,11,-7,7,-4.1,-6,39*,-4
O=C(N/N=C/c1cccc(O)c1)c1ccccc1O,3,-3.4,-6,-1,2,-3.1,11,4,-4
Cc1nc2sccn2c(=O)c1S(=O)(=O)NCC1CCN(Cc2ccccc2Cl)CC1,-8,0.1,13,-4,3,0.6,6,-17,8
CCOC(=O)CNC(=O)Cn1cnc2ccc(S(=O)(=O)N3CCC(C)CC3)cc2c1=O,0,-2.1,-8,4,-7,-3.8,-21,1,-1
Cc1ccc(S(=O)(=O)NCCSc2nnc(N)s2)cc1,-3,-3.2,-6,1,-4,-1.8,-9,-11,-13
COc1ccccc1CN1C[C@@H]2C[C@@H](c3ccc(C)cc3)N3CCC[C@@]23C1=O,1,-4.3,-11,-2,5,-1.0,-10,-17,-11
Cc1nn(CC(=O)NCCN2CCOCC2)c(=O)c2cc3sccc3n12,2,0.7,1,3,9,-2.9,-2,2,4

# Structures above containing an aryl methoxy group (3):
SMILES,IDE cell inh,VIM-2 inh,DNA FID counter,IDE cell activ,NS3 helicase inh,IMP-1 inhibitor,UBC9 SUMO inh,PfM18AAP inh,pCIP destab
COc1cc(C(=O)Nc2ccc(C)cn2)c([N+](=O)[O-])cc1OC,-1,-1.2,2,12,-9,-1.7,-1,0,3
COc1ccc(NC(=S)NNc2ccc([N+](=O)[O-])cc2S(=O)(=O)Nc2ccc(C)cc2C)cc1,0,-4.8,11,-7,7,-4.1,-6,39*,-4
COc1ccccc1CN1C[C@@H]2C[C@@H](c3ccc(C)cc3)N3CCC[C@@]23C1=O,1,-4.3,-11,-2,5,-1.0,-10,-17,-11

# The results go on.
SMILES,IDE cell inh,VIM-2 inh,DNA FID counter,IDE cell activ,NS3 helicase inh,IMP-1 inhibitor,UBC9 SUMO inh,PfM18AAP inh,pCIP destab
COc1ccc(CCN(Cc2cc3cc(C)ccc3[nH]c2=O)C(=O)N2CCCC2)cc1OC,4,-0.7,-39,3,-18,-2.7,13,2,1
NC(=O)/C(=C\c1ccccc1)NC(=O)c1ccc(NC(=O)c2ccccc2)cc1,5,-2.6,-26,1,-6,-2.1,8,-8,-16
Cc1cccc(NC(=O)CCn2ccnc2C)c1,-3,-0.1,-3,6,6,-2.5,6,-15,-10
Cc1cccc(NC(=O)c2cccc(C(F)(F)F)c2)c1,3,-0.5,-2,2,7,-2.6,-13,-1,6
N/N=C1\CCCc2nonc21,-5,-4.1,4,4,2,-2.9,18,-3,-14
CC1(OC(=O)C2CCCC2)C(=O)C=C2C=C(c3ccsc3)N(Cc3ccco3)C=C2C1=O (configuration not stated),8,.,.,1,.,.,28,.,0
CCOC(=O)Cc1csc(NC(=O)CN2C(=O)c3ccccc3S2(=O)=O)n1,4,-2.6,-8,0,1,-1.5,14,-15,-2
COC(CN(C(=O)CCl)C(C(=O)NC1CCCCC1)c1ccccc1C)OC (configuration not stated),0,-8.2,-16,0,12,-3.6,-10,-1,12
COC(=O)[C@H](CC(C)C)NC(=O)Nc1ccc(F)cc1,1,-2.1,-2,5,1,-1.6,11,-1,-8
CC1=NN(c2ccccc2)C(=O)/C1=C/c1cccc(C)c1,8,-4.9,-10,0,10,-5.2,34,10,-5
Cc1ccc(S(=O)(=O)NCCC(=O)NCc2ccco2)cc1,-1,1.2,-4,1,3,-1.5,5,2,0
O=S(=O)(Nc1ccc2ccccc2n1)c1ccc2c(c1)CCO2,3,-0.7,-11,5,-9,1.0,13,-1,7
CSc1ccccc1NC(=O)COC(=O)Cc1cccs1,-2,-3.0,-6,5,-2,-3.5,-2,0,-6
CCN(CC#CCC1(O)c2ccccc2-c2ccccc21)C(C)C,1,-4.0,4,5,5,-2.2,12,-1,-23
COc1cccc(NC(=O)Cn2nc(Cc3cccnc3)c3ccccc3c2=O)c1,1,0.1,-19,3,18,0.9,18,3,-13
C/C(=N\N1CCN(Cc2ccc(C)cc2)CC1)c1ccco1,-3,-0.6,-3,7,1,-2.0,0,0,-19
CN(C)c1ccc(N=Nc2ccccc2C(=O)OCC(=O)Nc2ccccc2C(F)(F)F)cc1,.,-2.7,1,6,-3,-3.2,-25,-6,-9
S=C(NCc1cccs1)NCC1CCCO1 (configuration not stated),.,-2.3,-1,-3,12,-2.2,11,-4,2
CN(C)N=Nc1ccc(S(=O)(=O)NC(Cc2ccccc2)C(=O)O)cc1 (configuration not stated),-1,0.2,-10,-2,0,0.1,22,-2,2
O=C(OC1CCN(c2ncc(C(F)(F)F)cc2Cl)CC1)c1ccc(Cl)cc1,-4,-5.3,1,3,7,-3.2,15,1,-8
Cc1sc(N)nc1C12CC3CC(CC(C3)C1)C2,-1,-1.8,4,10,-14,-3.8,-3,6,-13
CCOC(=O)C1=C(C)NC2=C(C(=O)c3ccccc32)C1c1ccc(O)cc1 (configuration not stated),8,-4.6,0,7,-1,-3.1,-12,4,-3
C#CCOCCOCCOCCNc1nc(N2CCN(C(=O)[C@H](CCCCN)n3cc(CCCC)nn3)CC2)nc(N2CCN(C(=O)[C@H](Cc3ccc(O)cc3)n3cc(CCO)nn3)CC2)n1,5,-1.0,13,7,-84,0.9,-9,2,-7
Cc1ccc(C(=O)CN2C(=O)C(C)Oc3ccccc32)cc1 (configuration not stated),-2,-1.1,-15,-1,-1,-0.4,10,-7,-8
COC(=O)C(Cc1c[nH]c2ccccc12)NC(=O)c1cc(-c2ccc(OC)c(OC)c2)oc1C (configuration not stated),2,-0.3,-19,3,1,-1.4,1,-12,-4
c1ccc(CSc2nnc3c(n2)OC(c2ccco2)Nc2ccccc2-3)cc1 (configuration not stated),-1,-3.5,-14,3,28,-1.7,13,-5,-14
C(=N\n1cnnc1)/c1cccnc1,-1,-3.0,0,3,3,-2.0,21,19,-3
COc1ccc(NC(=O)COC(=O)Cc2ccc(Br)cc2)cc1,6,-1.3,-7,-1,-4,-2.3,2,1,9
CCN(CC)C(=O)C(=O)c1cccn1-c1ccc(C#N)cc1,-4,-2.4,-6,-1,0,-2.9,5,-1,5
COc1ccc(CCN=c2c([N+](=O)[O-])nn(-c3cccc(C)c3)n2O)cc1OC,4,1.3,-8,-3,1,0.3,18,-7,0
COC(=O)c1cc(OC)c(OCc2cc(C(=O)OC)oc2C)c(OC)c1,1,-1.0,-16,0,1,-2.8,-7,8,-7
CCOc1cc(C2NC(=O)NC(C)=C2C(=O)NCc2ccccc2)c(Cl)cc1O (configuration not stated),10,-5.5,-3,2,3,-4.3,3,-5,-3
CCc1cc(-c2n[nH]c(C)c2-c2nc(C)cs2)c(O)cc1OC,4,-2.4,-25,0,6,-1.4,-16,7,1
CCOC(=O)c1nn(-c2cccc(C)c2)c2nnc(Cc3ccc(C)cc3)c(=O)n12,3,0.1,-6,6,1,-5.0,7,-1,-16
COC(=O)c1ccc(NC(=O)CSc2nc(N)c(NC(=O)c3ccc(Br)o3)c(=O)[nH]2)cc1,-4,0.0,-12,4,4,-1.0,1,1,2
O=C(Nc1cccc(OC(=O)c2ccc(Br)o2)c1)c1ccccc1,1,-0.2,-20,5,7,0.0,-7,-5,-26
Cc1ccccc1Nc1ncc(C#N)c(N)n1,-4,0.6,0,.,-5,-0.6,26,-13,-2
S=c1[nH]nc(C2CCCCC2)n1/N=C/c1ccccc1Cl,-2,-1.0,-29,-3,-1,0.4,9,1,-2
Cc1ccc(Sc2nc3c(c(=O)[nH]c(=O)n3C)n2CCc2ccccc2)cc1,-2,-1.6,-5,6,35,-1.5,1,6,3
Cc1ccccc1OC1=NS(=O)(=O)c2ccccc21,-1,-1.2,2,3,-21,-0.4,25,3,-30
CCC(C(=O)N1CCN(Cc2ccc3c(c2)OCO3)CC1)n1c(=O)[nH]c2ccccc2c1=O (configuration not stated),1,-2.0,-25,0,5,-3.6,0,6,-12
CCOC(=O)c1c(C)c(C(=O)NCc2cccs2)c(C)n1CC,2,-0.8,-19,1,3,-0.9,-3,13,-2
CN(CC(=O)Nc1ccccc1N1CCOCC1)S(=O)(=O)c1ccc(Cl)cc1,2,-1.9,-3,0,2,-1.6,20,0,-8
COC(=O)c1ccc(COC(=O)c2cccnc2Cl)cc1,7,-0.7,-12,6,10,-3.2,5,5,0
CCOc1ccccc1N1CCN(C(=O)c2cc(C)oc2C)CC1,-4,-0.9,-24,7,4,-3.1,9,2,2
O=S(=O)(c1ccccc1)N1CCC2(CC1)OCCO2,5,-2.4,-1,4,8,-2.4,10,6,-2
N=C1C(c2nc3ccccc3[nH]2)=C(O)CN1NC(=O)c1c[nH]c2ccccc12,5,-2.1,2,1,-3,0.0,-25,3,11
CCCCC(C)n1[nH]c(=O)cc1N (configuration not stated),-4,-3.7,-3,6,1,-3.5,8,1,-2
O=C(NCc1n[nH]c(=S)n1-c1ccc(Cl)c(Cl)c1)c1ccc(S(=O)(=O)N2CCOCC2)cc1,1,0.9,-11,8,10,-0.2,17,25,-1
Cc1nn(C)cc1CNC(=O)c1cccc(Cl)c1,0,-3.3,0,0,-3,0.0,-15,-2,-4
COc1ccc(NC(=S)N(CCCN2CCCC2)Cc2ccco2)cc1,0,-0.5,3,0,6,-1.2,0,1,2
COc1ccc(OC)c(NC(=O)CSc2nnc(CNC(=O)c3ccccc3F)o2)c1,-3,-0.7,-20,10,3,-0.9,1,-3,6
Cc1cc(NC(=O)c2cccc([N+](=O)[O-])c2)n(-c2ccccc2)n1,1,-2.8,0,1,-3,-2.4,5,-8,-7
O=C(Cc1cccs1)NCc1ccc(Cl)cc1Cl,9,-1.4,-12,5,5,-2.5,15,-4,-17
COc1cccc(-n2c(=O)c3c(C)c(C(=O)N(C)C)sc3n(CC(=O)NCCc3ccc(OC)c(OC)c3)c2=O)c1,0,-3.7,-1,1,0,-3.2,-4,1,2
